MEKK3 PB1 HTS: modulators of MEKK3-MEK5 PB1 binding, primary screen, biochemical, wildtype MEKK3, multiplex bead flow cytometry, Alexa488-MEK5 | binding response (% of control), % at 10 µM | 290,000 compounds, 1.4% hits | bead-based flow cytometry, Alexa488-MEK5 binding to MEKK3; actives lie on both sides; 0 = blocked by unlabeled MEK5, 100 = vehicle | AID 1529, 2009;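 active means binding response more than 3 SD above or below the average of its plate-row segment, actives on both sides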;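 further: Alexa488 bead fluorescence after subtracting the streptavidin-only scavenger bead signal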
Target sequence (Q99759 whole entry, looked up): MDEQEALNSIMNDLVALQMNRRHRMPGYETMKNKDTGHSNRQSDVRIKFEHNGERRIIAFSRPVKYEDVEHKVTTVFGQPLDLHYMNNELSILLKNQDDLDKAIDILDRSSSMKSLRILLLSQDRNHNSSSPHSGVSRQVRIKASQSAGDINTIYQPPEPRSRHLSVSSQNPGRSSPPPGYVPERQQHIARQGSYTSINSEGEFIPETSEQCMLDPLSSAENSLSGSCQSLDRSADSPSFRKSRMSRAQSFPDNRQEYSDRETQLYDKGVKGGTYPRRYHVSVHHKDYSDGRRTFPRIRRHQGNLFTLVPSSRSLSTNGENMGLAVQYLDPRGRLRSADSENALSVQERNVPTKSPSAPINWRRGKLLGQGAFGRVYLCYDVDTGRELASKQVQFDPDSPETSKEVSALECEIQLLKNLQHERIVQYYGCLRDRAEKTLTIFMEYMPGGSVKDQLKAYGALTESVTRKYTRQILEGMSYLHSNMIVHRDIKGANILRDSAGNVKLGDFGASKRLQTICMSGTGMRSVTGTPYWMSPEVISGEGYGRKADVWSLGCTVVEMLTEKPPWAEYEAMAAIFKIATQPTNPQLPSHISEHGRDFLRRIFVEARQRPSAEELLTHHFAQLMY
MEKK2mut PB1 HTS: MEK5 binding signal on mutant MEKK2 PB1, primary screen, biochemical, multiplex bead flow cytometry, Alexa488-MEK5. Alexa488-MEK5 binding to MEKK2 mutant. percent response, % at 10 µM. 290,000 compounds, 0.35% hits. AID 1530, 2009; in the data active means percent response above about 24%, passing the limit was not always enough; further: inactives centre near 1; some results filed as inactive read as strong as hits; reference of the scale not given here
FID counter: compounds displacing fluorescent DNA intercalator, primary screen, artefact control for HCV NS3 helicase inhibitor project, biochemical, FID fluorescence. 290,000 compounds, 0.17% hits. AID 1845, 2009. DNA fluorescent intercalator displacement. inhibition, % at 7.9 µM; in the data active means inhibition above about 37%;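 further: 0% = vehicle and 100% = reference compound; higher means more ethidium bromide displaced from hairpin DNA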
PHOSPHO1 block: PubChem AID 1565 | 290,000 compounds, 1.1% hits | inhibition, % at 13.3 µM | recombinant PHOSPHO1, absorbance phosphatase assay; in the data active means inhibition above about 60%
MEKK2 WT-MEK5: modulators of MEK5 binding to wildtype MEKK2, primary screen, biochemical, multiplex bead flow cytometry, Alexa488-MEK5; Alexa488-MEK5 binding to MEKK2 WT; actives lie on both sides; binding response (% of control), % at 10 µM; 290,000 compounds, 1.1% hits; in the data active means binding response below about 67% or above about 130%
OXTR ag: human OXTR agonists, primary screen, fluorescence, CHO-OTR cells, Fluo-8 calcium. Oxytocin receptor (Homo sapiens), P30559. Fluo-8 calcium fluorescence; normalized: DMSO 0%, oxytocin 100%. activation, % at 3 µM. 320,000 compounds, 0.32% hits. AID 2435, 2010;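 active means activation above the mean of all tested compounds plus 3 SD, cutoff set per screening run, cut at about 20% in these data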;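 further: peak over basal fluorescence ratio from a 100 s FLIPR kinetic read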
Target sequence (P30559 whole entry, looked up): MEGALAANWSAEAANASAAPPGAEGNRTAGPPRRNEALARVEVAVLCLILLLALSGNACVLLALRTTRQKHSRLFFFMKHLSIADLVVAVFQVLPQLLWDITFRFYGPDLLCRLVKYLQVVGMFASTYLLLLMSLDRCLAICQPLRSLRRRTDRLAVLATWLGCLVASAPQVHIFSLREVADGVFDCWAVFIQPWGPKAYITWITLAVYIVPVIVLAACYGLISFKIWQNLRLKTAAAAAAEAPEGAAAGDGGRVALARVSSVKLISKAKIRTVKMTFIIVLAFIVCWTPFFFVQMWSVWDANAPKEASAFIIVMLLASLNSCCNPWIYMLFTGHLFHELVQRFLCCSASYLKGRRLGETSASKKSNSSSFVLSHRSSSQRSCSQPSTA
NALP1 yeast inh: NALP1 inflammasome inhibitors in reconstituted yeast, colorimetric, S. cerevisiae, triplicate retest. inhibition, % at 10 µM. AID 2071, 2009. 280,000 compounds, 0.61% hits. S. cerevisiae NALP1/ASC/caspase-1 growth, X-gal OD620, 72 h; in the data active means inhibition mostly above about 24%, no sharp cut-off; inactive means mostly below about 32%; further: some compounds called inactive have numbers as strong as hits
PfM18AAP inh: PfM18AAP inhibitors, malaria aminopeptidase, primary screen, biochemical, QFRET, recombinant enzyme. M18 aspartyl aminopeptidase (Plasmodium falciparum 3D7). H-Glu-NHMec fluorogenic cleavage. inhibition, % at 7.35 µM. 290,000 compounds, 1.2% hits;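 active means inhibition above the campaign mean inhibition over all tested compounds plus 3 SD, cut at about 28% in these data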;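 further: 0% = plate median of test compound wells and 100% = 2 mM ZnCl2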
GPR7 antagonist: GPR7 receptor antagonists, primary screen, cell-based, fluorescence, single concentration; Neuropeptides B/W receptor type 1 (Homo sapiens), P48145; GPR7-expressing cells, fluorescence antagonist assay; inhibition, % at 4.4 µM; 290,000 compounds, 1.1% hits; in the data active means inhibition above about 16%, passing the limit was not always enough;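 further: cells stimulated with the agonist NPW; 0% = agonist with vehicle and 100% = vehicle without agonist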
An asterisk follows results filed as active. Outcome played no part in choosing rows; overall some 6.2% were active at least once.

What do the screens show for `O=S1(=O)CC(N2CCOCC2)c2ccccc21` (stereo unspecified)?
MEKK3 PB1 HTS: 102; MEKK2mut PB1 HTS: 1; FID counter: -2; PHOSPHO1 block: 21; MEKK2 WT-MEK5: 100; OXTR ag: 0.4; NALP1 yeast inh: 16; PfM18AAP inh: 5; GPR7 antagonist: 7

What do the screens show for `C=CCn1c(SCc2c(C)noc2C)nc2ccccc2c1=O`?
MEKK3 PB1 HTS: 94; MEKK2mut PB1 HTS: -7; FID counter: -20; PHOSPHO1 block: -16; MEKK2 WT-MEK5: 95; OXTR ag: -1.3; NALP1 yeast inh: -1; PfM18AAP inh: -4; GPR7 antagonist: 26*

How did O=C(COC(=O)c1ccc([N+](=O)[O-])o1)Nc1nc2ccccc2s1 do in these assays?
MEKK3 PB1 HTS: 62; MEKK2mut PB1 HTS: -19; FID counter: 11; PHOSPHO1 block: 3; MEKK2 WT-MEK5: 67; OXTR ag: 1.6; NALP1 yeast inh: 5; PfM18AAP inh: 5; GPR7 antagonist: 15

How did CNc1nc(Cl)nc(NC(C)(C)C)n1 do in these assays?
MEKK3 PB1 HTS: 90; MEKK2mut PB1 HTS: -10; FID counter: 0; PHOSPHO1 block: 28; MEKK2 WT-MEK5: 96; OXTR ag: -3.1; NALP1 yeast inh: 5; PfM18AAP inh: -10; GPR7 antagonist: -23

How did CCCN(CCC)CCCNC(=O)Cn1cnc2sc(C)c(S(=O)(=O)N3CCOCC3)c2c1=O do in these assays?
MEKK3 PB1 HTS: 103; MEKK2mut PB1 HTS: 7; FID counter: 1; PHOSPHO1 block: 23; MEKK2 WT-MEK5: 101; OXTR ag: 0.6; NALP1 yeast inh: 22; PfM18AAP inh: -3; GPR7 antagonist: -7

Results for CC12CN(Cc3ccccc3)CC(C)(CN(Cc3ccccc3)C1)C2=NO ?
MEKK3 PB1 HTS: 110; MEKK2mut PB1 HTS: 18; FID counter: 7; PHOSPHO1 block: 9; MEKK2 WT-MEK5: 121; OXTR ag: 1.3; NALP1 yeast inh: 16; PfM18AAP inh: 2; GPR7 antagonist: 7

Results for Cc1ccc(NS(=O)(=O)c2sc3ccc(Cl)cc3c2C)cc1 ?
MEKK3 PB1 HTS: 92; MEKK2mut PB1 HTS: -8; FID counter: -13; PHOSPHO1 block: 31; MEKK2 WT-MEK5: 94; OXTR ag: -0.8; NALP1 yeast inh: 1; PfM18AAP inh: 12; GPR7 antagonist: -22

What do the screens show for `c1ccc(CCNc2ncnc3scc(C4COc5ccccc5O4)c23)cc1` (stereo unspecified)?
MEKK3 PB1 HTS: 103; MEKK2mut PB1 HTS: -4; FID counter: -15; PHOSPHO1 block: 13; MEKK2 WT-MEK5: 98; OXTR ag: -0.2; NALP1 yeast inh: 9; PfM18AAP inh: -1; GPR7 antagonist: -17

Results for Cc1noc2ncnc(Sc3ccccc3Cl)c12 ?
MEKK3 PB1 HTS: 99; MEKK2mut PB1 HTS: 4; FID counter: -1; PHOSPHO1 block: -4; MEKK2 WT-MEK5: 98; OXTR ag: -1.4; NALP1 yeast inh: 4; PfM18AAP inh: -2; GPR7 antagonist: -3

How did O=C(NCc1ccccn1)c1ccc(CS(=O)(=O)Cc2ccc(Cl)cc2)o1 do in these assays?
MEKK3 PB1 HTS: 108; MEKK2mut PB1 HTS: 4; FID counter: -5; PHOSPHO1 block: 26; MEKK2 WT-MEK5: 104; OXTR ag: -0.3; NALP1 yeast inh: 1; PfM18AAP inh: -2; GPR7 antagonist: -4

Results for CCOC(=O)c1ccc2[nH]c3c(c2c1)CCCC3C(=O)OCC (stereo unspecified) ?
MEKK3 PB1 HTS: 101; MEKK2mut PB1 HTS: 7; FID counter: -10; PHOSPHO1 block: 7; MEKK2 WT-MEK5: 102; OXTR ag: 0.3; NALP1 yeast inh: 4; PfM18AAP inh: -2; GPR7 antagonist: -15

How did Cc1cccc2cc(/C=C/C(=O)c3ccco3)c(Cl)nc12 do in these assays?
MEKK3 PB1 HTS: 99; MEKK2mut PB1 HTS: 1; FID counter: -19; PHOSPHO1 block: 9; MEKK2 WT-MEK5: 95; OXTR ag: -1.1; PfM18AAP inh: 6; GPR7 antagonist: 6

Results for Cc1ccc(NC(=O)CN2C(=O)N/C(=C/c3ccccc3OCc3cccc(C(=O)O)c3)C2=O)cc1 ?
MEKK3 PB1 HTS: 102; MEKK2mut PB1 HTS: -9; FID counter: -6; PHOSPHO1 block: -48; MEKK2 WT-MEK5: 96; OXTR ag: 0.6; NALP1 yeast inh: -32; PfM18AAP inh: -2; GPR7 antagonist: 18

What do the screens show for `Cc1ccc2c(CC(=O)OCn3nnc4ccccc4c3=O)coc2c1`?
MEKK3 PB1 HTS: 101; MEKK2mut PB1 HTS: 3; FID counter: -13; PHOSPHO1 block: -14; MEKK2 WT-MEK5: 101; OXTR ag: -1.3; NALP1 yeast inh: -6; PfM18AAP inh: -2; GPR7 antagonist: -7

What do the screens show for `Cc1ccc(CCNC(=O)C2CCN(S(=O)(=O)c3cccc4nsnc34)CC2)cc1`?
MEKK3 PB1 HTS: 105; MEKK2mut PB1 HTS: 1; FID counter: -3; PHOSPHO1 block: -4; MEKK2 WT-MEK5: 99; OXTR ag: 5.5; NALP1 yeast inh: -82; PfM18AAP inh: -2; GPR7 antagonist: -1

What do the screens show for `CS(=O)(=O)N(Cc1ccc(C(=O)NCCSc2ccccn2)cc1)c1ccccc1`?
MEKK3 PB1 HTS: 106; MEKK2mut PB1 HTS: -2; FID counter: -23; PHOSPHO1 block: -3; MEKK2 WT-MEK5: 109; OXTR ag: 0.5; NALP1 yeast inh: 4; PfM18AAP inh: 3; GPR7 antagonist: -5

Results for O=C(O)c1ccccc1Sc1ccccc1S(=O)(=O)NC1CCCCC1 ?
MEKK3 PB1 HTS: 98; MEKK2mut PB1 HTS: -2; FID counter: -36; PHOSPHO1 block: 7; MEKK2 WT-MEK5: 102; OXTR ag: 0.1; NALP1 yeast inh: 8; PfM18AAP inh: -7; GPR7 antagonist: -2

Results for CS(=O)(=O)Oc1ccc(Br)c2cccnc12 ?
MEKK3 PB1 HTS: 91; MEKK2mut PB1 HTS: 3; FID counter: -1; PHOSPHO1 block: 13; MEKK2 WT-MEK5: 96; OXTR ag: -2.1; NALP1 yeast inh: 6; PfM18AAP inh: -7; GPR7 antagonist: -4

Results for CCOC(=O)/C=c1\s/c(=C\c2ccc(-c3ccccc3)cc2)c(=O)n1CC(=O)NCc1ccc2c(c1)OCO2 ?
MEKK3 PB1 HTS: 101; MEKK2mut PB1 HTS: -1; FID counter: -1; PHOSPHO1 block: 6; MEKK2 WT-MEK5: 100; OXTR ag: -1.2; NALP1 yeast inh: 23; PfM18AAP inh: 4; GPR7 antagonist: -2

Results for Cc1cc(NC(=O)c2cnn3cccnc23)nn1CC(=O)Nc1cccnc1 ?
MEKK3 PB1 HTS: 85; MEKK2mut PB1 HTS: -5; FID counter: -4; PHOSPHO1 block: -18; MEKK2 WT-MEK5: 88; OXTR ag: 0.7; NALP1 yeast inh: 3; PfM18AAP inh: 7; GPR7 antagonist: 1

How did CC(=O)Nc1ccccc1C(=O)N1CCN(Cc2ccccc2)CC1 do in these assays?
MEKK3 PB1 HTS: 94; MEKK2mut PB1 HTS: -11; FID counter: 0; PHOSPHO1 block: -1; MEKK2 WT-MEK5: 87; OXTR ag: 0.1; NALP1 yeast inh: -2; PfM18AAP inh: 0; GPR7 antagonist: -4

What do the screens show for `COc1ccc(CNC(=O)c2cc(S(=O)(=O)N3CCOCC3)cn2C)cc1`?
MEKK3 PB1 HTS: 101; MEKK2mut PB1 HTS: -2; FID counter: -10; PHOSPHO1 block: 39; MEKK2 WT-MEK5: 100; OXTR ag: -0.4; NALP1 yeast inh: 3; PfM18AAP inh: -8; GPR7 antagonist: 1

Results for CCOc1ccccc1NC(=O)NS(=O)(=O)c1ccc(C)cc1 ?
MEKK3 PB1 HTS: 93; MEKK2mut PB1 HTS: -5; FID counter: -2; PHOSPHO1 block: -9; MEKK2 WT-MEK5: 95; OXTR ag: 1.6; NALP1 yeast inh: 7; PfM18AAP inh: -7; GPR7 antagonist: -6

How did Cc1ccc(S(=O)(=O)/N=C(\c2ccccc2)N(C)S(=O)(=O)c2ccccc2)cc1 do in these assays?
MEKK3 PB1 HTS: 101; MEKK2mut PB1 HTS: -1; FID counter: -3; PHOSPHO1 block: 2; MEKK2 WT-MEK5: 100; OXTR ag: -2.7; NALP1 yeast inh: 14; PfM18AAP inh: 7; GPR7 antagonist: -8

Results for CCn1c(=O)c(=O)[nH]c2cc(C(=O)NC3CC3)ccc21 ?
MEKK3 PB1 HTS: 108; MEKK2mut PB1 HTS: -1; FID counter: 3; PHOSPHO1 block: 26; MEKK2 WT-MEK5: 96; OXTR ag: 0.5; NALP1 yeast inh: 30; PfM18AAP inh: -9; GPR7 antagonist: -9

How did COc1ccc2cc(CN(Cc3ccco3)Cc3nnnn3C3CCCCC3)c(=O)[nH]c2c1 do in these assays?
MEKK3 PB1 HTS: 106; MEKK2mut PB1 HTS: 1; FID counter: -6; PHOSPHO1 block: 23; MEKK2 WT-MEK5: 100; OXTR ag: -1.0; NALP1 yeast inh: 9; PfM18AAP inh: 35*; GPR7 antagonist: -6

How did O=S(=O)(Nc1ccc(F)cc1Cl)c1ccc(-c2cnc(C3CC3)o2)cc1 do in these assays?
MEKK3 PB1 HTS: 96; MEKK2mut PB1 HTS: 1; FID counter: -32; PHOSPHO1 block: 42; MEKK2 WT-MEK5: 97; OXTR ag: 3.5; NALP1 yeast inh: -11; PfM18AAP inh: -1; GPR7 antagonist: -2

Results for NC(=S)N/N=C1\CC(n2nnnc2-c2ccccc2Cl)C2COC1O2 (stereo unspecified) ?
MEKK3 PB1 HTS: 103; MEKK2mut PB1 HTS: -4; FID counter: 0; PHOSPHO1 block: -19; MEKK2 WT-MEK5: 104; OXTR ag: 1.1; NALP1 yeast inh: -13; PfM18AAP inh: 8; GPR7 antagonist: -5

Results for Cc1ccc(NC2=NCC(=O)N2C2CCCC2)cc1C ?
MEKK3 PB1 HTS: 99; MEKK2mut PB1 HTS: 1; FID counter: 0; PHOSPHO1 block: -16; MEKK2 WT-MEK5: 98; OXTR ag: -1.9; NALP1 yeast inh: -1; PfM18AAP inh: -2; GPR7 antagonist: -9

What do the screens show for `COP(=O)(OC)c1nc(-c2cccc3ccccc23)oc1N1CCCCC1`?
MEKK3 PB1 HTS: 107; MEKK2mut PB1 HTS: 7; FID counter: -28; PHOSPHO1 block: -17; MEKK2 WT-MEK5: 109; OXTR ag: -3.1; NALP1 yeast inh: -2; PfM18AAP inh: 4; GPR7 antagonist: -8

What do the screens show for `CS(=O)(=O)NCc1ccc(C(=O)NC2CCCCC2)cc1`?
MEKK3 PB1 HTS: 84; MEKK2mut PB1 HTS: -7; FID counter: -5; PHOSPHO1 block: 16; MEKK2 WT-MEK5: 89; OXTR ag: 0.1; NALP1 yeast inh: 12; PfM18AAP inh: -3; GPR7 antagonist: -15

Compound activity: PubChem, several laboratories
